Screening results (PubChem)
ALOX12 inh – blocks human arachidonate 12S-lipoxygenase; P18054; purified 12hLO, xylenol orange hydroperoxide absorbance; Potency, µM (top dose mostly 108 µM), for the others: at the highest dose activity change, negative = inhibition, usual class: inhibitors; 580,000 tested, 1.1% active; active = well fitted inhibition curve with a large enough effect; inconclusive = small, poorly fitted or top-dose-only effect, or another doubt; inactive = no such curve, though single readings can be large or run the other way
Target sequence (P18054 whole entry, looked up): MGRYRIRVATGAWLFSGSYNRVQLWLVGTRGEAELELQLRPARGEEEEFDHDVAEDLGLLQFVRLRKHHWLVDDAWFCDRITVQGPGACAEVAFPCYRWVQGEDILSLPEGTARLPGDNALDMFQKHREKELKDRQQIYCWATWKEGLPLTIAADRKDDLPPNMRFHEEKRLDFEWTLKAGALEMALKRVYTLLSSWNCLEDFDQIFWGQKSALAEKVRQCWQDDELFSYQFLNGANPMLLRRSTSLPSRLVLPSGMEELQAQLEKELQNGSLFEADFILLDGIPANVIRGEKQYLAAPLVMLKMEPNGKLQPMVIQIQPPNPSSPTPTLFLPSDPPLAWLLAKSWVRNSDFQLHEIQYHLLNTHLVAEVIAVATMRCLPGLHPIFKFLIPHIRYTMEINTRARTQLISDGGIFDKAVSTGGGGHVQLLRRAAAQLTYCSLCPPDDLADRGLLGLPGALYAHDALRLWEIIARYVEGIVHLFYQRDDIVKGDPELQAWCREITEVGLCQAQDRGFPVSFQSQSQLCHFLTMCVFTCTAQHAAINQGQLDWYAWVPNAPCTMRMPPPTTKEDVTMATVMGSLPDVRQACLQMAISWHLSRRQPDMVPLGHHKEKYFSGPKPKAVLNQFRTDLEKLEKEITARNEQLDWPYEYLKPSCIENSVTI
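Purified human 12hLO at 150 nM in 25 mM Hepes, 0.01% Triton X-100, pH 7.0, preincubated 15 min at room temperature with compound. Reaction started with 40 uM arachidonic acid, 30 min at room temperature. Hydroperoxide measured by Fe-xylenol orange, 573/405 nm absorbance ratio.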
* marks the source's active call; other numbers are inactive results; ? = inconclusive; ! = not active in a repeat; [ ] = another dose, or the depositor's remark. % is set by controls: 0 for no effect and ±100 for the full control effect; potency is the fitted concentration of half-maximal effect. A portion of the library. The share of hits here may be higher or lower than overall.

ALOX12 inh	SMILES
-0.1%	CCNC(=O)NC(=O)CN(C)Cc1cc(C)c(OC)c(C)c1
-37.1%	CC(CCc1ccccc1)NC(=O)c1ccc2c(Cl)c3c(nc2c1)CCC3 (stereo unspecified)
24.8%	Cc1ccc(C)c(NC(=O)c2nn(-c3ccccc3)c(=O)c3ccccc23)c1
-66.0%	CC(NC(=O)C1CCCc2ccccc21)c1cccc(Cl)c1 (stereo unspecified)
?	CN(c1ccc2sc(C(=O)NC3CCCC3)cc2c1)S(=O)(=O)c1ccc(Cl)cc1
81.9%[activator]	CN(CCc1ccccn1)C(=O)C1CCCN(c2cnn(Cc3ccccc3)c(=O)c2)C1 (stereo unspecified)
44.7%[activator][176 µM]	c1cncc(Nc2cc3c(cn2)CN(Cc2cccs2)CCN3)c1
9.3%	CCc1cnc(N)nc1N(C)CCC(O)c1ccccc1 (stereo unspecified)
?	COC(=O)C1=C(C)N(C)C(=NCc2ccc(C(F)(F)F)cc2)NC1c1ccc(C(F)(F)F)cc1 (stereo unspecified)
4.5%	O=C1[C@H]2CN(Cc3ccc(F)c(Cl)c3)C[C@H]2C(=O)N1Cc1ccc2c(c1)OCO2
?	O=C(O)COc1cccc2[nH]ccc12
-0.8%[6.33 µM]	C#CCNC(=O)C1CCc2nnc(C3CCN([S+](=O)([O-])c4ccccc4)CC3)n21 (stereo unspecified)

Grouped by structure: the compounds so far with four or more nitrogen atoms (4)
ALOX12 inh	SMILES
81.9%[activator]	CN(CCc1ccccn1)C(=O)C1CCCN(c2cnn(Cc3ccccc3)c(=O)c2)C1 (stereo unspecified)
44.7%[activator][176 µM]	c1cncc(Nc2cc3c(cn2)CN(Cc2cccs2)CCN3)c1
9.3%	CCc1cnc(N)nc1N(C)CCC(O)c1ccccc1 (stereo unspecified)
-0.8%[6.33 µM]	C#CCNC(=O)C1CCc2nnc(C3CCN([S+](=O)([O-])c4ccccc4)CC3)n21 (stereo unspecified)

Next part:
ALOX12 inh	SMILES
-3.3%	O=C(Nc1ccc2c(c1)OCCO2)N1CCCC(Cn2cnc3cccnc32)C1 (stereo unspecified)
69.3%[activator]	O=C(c1cc2c(s1)CCC(C(=O)N1CCN(C3CCCCC3)CC1)C2)N1CCCC1 (stereo unspecified)
?	COC(=O)c1ccc(CN2C(=O)[C@@H]3C[C@@H](O)CN3C3(CN(Cc4ccc(OC)c5ccccc45)C3)C2=O)cc1
-23.2%	Cc1ccc(C(=O)c2sc(Nc3ccccc3F)nc2N)c(C)c1
28.4%	Cc1cn2nc(C(=O)N3CCC(NC(=O)c4sccc4C)CC3)cc2c(=O)[nH]1
42.2%[activator]	Cc1ccc2oc(-c3cccc(NC(=O)c4ccc(C#N)cc4F)c3)nc2c1
-3.4%	O=C(NCCc1cccnc1)C12CC3CC(CC(C3)C1)C2
0.6%[6.33 µM]	O=C(c1ccccc1F)N1CCC2(C1)C(=O)Nc1ccccc12 (stereo unspecified)
-20.4%	COC(=O)C1=C(C)N(Cc2cccc(C(F)(F)F)c2)C(=NCc2ccc(OC)cc2)NC1c1ccccc1C(F)(F)F (stereo unspecified)
22.7%	COc1ccc(CCNC(=O)CN2C(=O)NC(c3ccccc3Cl)C3=C2COC3=O)cc1OC (stereo unspecified)
?	CCCC1=C(C(=O)OCC)C(c2ccc(C)cc2)C(C#N)=C(N)O1 (stereo unspecified)
?	CCCCc1c(-c2ccccc2OC)ncn1CCc1ccccc1

Later entries:
ALOX12 inh	SMILES
4.1%[6.33 µM]	COc1ccc(-n2nc3n(c2=O)CCN([S+](=O)([O-])c2cccc(OC)c2)C3)cc1
28.9%	COc1cccc(C2Cn3nnc(-c4nc(-c5ccccc5Cl)no4)c3CO2)c1 (stereo unspecified)
-2.8%	COc1ccc(CNC(=O)CSc2nc3ccc(NC(=O)c4ccccc4C)cc3s2)cc1
17.4%[176 µM]	CC(C)(C)c1ccnc(N[C@H]2CO[C@H]3[C@@H]2OC[C@@H]3NC(=O)c2cccs2)n1
24.3µM*!	Cc1c(C(=O)NN2CCCCC2)nn(-c2ccc(Cl)cc2Cl)c1-c1ccc(Cl)cc1
-0.4%	CC(=O)c1ccc(-c2ccc3c4c(ccc3c2)OC(CNC(=O)[C@@H]2CCCN2C(C)=O)C4)s1 (stereo partly specified)
0.3%[176 µM]	O=C1[C@@H]2C[C@@H](CN2Cc2ccc(F)cc2)Oc2ccccc2N1CC1CC1
27.7%	O=C(NCc1ccncc1)C1CC(=O)N(c2n[nH]c3cccc(F)c23)C1 (stereo unspecified)
-56.7%	Cn1c(=O)c2c(nc(Cl)n2Cc2c(Cl)cccc2Cl)n(C)c1=O
2.3%	CN(C)S(=O)(=O)c1ccc(-c2nc(C#N)c(NCCCN3CCOCC3)o2)cc1
35.0%	Cc1ccc(S(=O)(=O)N2CC(c3nc(-c4ccncc4)no3)C2)cc1Cl
14.0%[176 µM]	CC(C)(C)c1cnc([C@@H]2COCCN2Cc2ccc(Cl)cc2)[nH]1

Ordered by length of the SMILES (descending): part of the list above.
ALOX12 inh	SMILES
4.1%[6.33 µM]	COc1ccc(-n2nc3n(c2=O)CCN([S+](=O)([O-])c2cccc(OC)c2)C3)cc1
0.3%[176 µM]	O=C1[C@@H]2C[C@@H](CN2Cc2ccc(F)cc2)Oc2ccccc2N1CC1CC1
2.3%	CN(C)S(=O)(=O)c1ccc(-c2nc(C#N)c(NCCCN3CCOCC3)o2)cc1
28.9%	COc1cccc(C2Cn3nnc(-c4nc(-c5ccccc5Cl)no4)c3CO2)c1 (stereo unspecified)
27.7%	O=C(NCc1ccncc1)C1CC(=O)N(c2n[nH]c3cccc(F)c23)C1 (stereo unspecified)

(further entries)
ALOX12 inh	SMILES
40.3%[activator][176 µM]	O=C(c1ccn2cncc2c1)N1CCOCC1
10.4%	O=C(Cn1ccn2nc(-c3ccc(F)cc3)c(CO)c2c1=O)Nc1ccc2c(c1)OCO2
52.8%[activator]	CCC1CCN(CC2(O)CCCN(Cc3cc(OC)ccc3F)C2=O)CC1 (stereo unspecified)
2.7%	CCN(CCn1cccn1)Cc1ccccc1OCC(O)CN1CCCCC1 (stereo unspecified)
?	CN(C)C[C@H]1O[C@@H](CO)[C@@H](O)[C@H]1N1CCN(c2ccc(F)cc2)CC1
-1.5%	Cc1cc(NCc2ccc(S(N)(=O)=O)cc2)n2nc(C)c(C)c2n1
12.8%	Cc1cc(C)c(S(=O)(=O)N2CCCC2c2nc3ccccc3[nH]2)c(C)c1 (stereo unspecified)
-1.4%	O=C(NC1CCN(c2cc(-c3ccc(Cl)cc3)[nH]n2)C1)c1ccc2[nH]ccc2c1 (stereo unspecified)
2.8%[176 µM]	CN(C)c1ccc2ncc(Nc3ccc(Oc4ccccc4)cc3)n2n1
?	Cc1ccc(-c2cc3ccccn3c2)cc1
3.5%	CCOC(=O)Nc1cccc(C#N)c1
34.1%	Cc1nc(N2CCN(C(=O)c3ccc(F)c(Cl)c3)CC2)cc(C(F)(F)F)n1

Next entries
ALOX12 inh	SMILES
16.2%[176 µM]	COC(=O)[C@@H](C)NC(=O)[C@H]1CN(C(=O)c2cccnc2)CCN1C(=O)c1cccs1
?	COc1ncc2nc(CCc3ccccc3)c(=O)n(Cc3cccs3)c2n1
-15.6%	O=C1NC[C@H](CCCCN2C[C@H](Cc3ccccc3)N(CCc3ccc(O)cc3)C(=O)C2=O)N(CCc2ccccc2)C1=O
-7.5%	CCOC(=O)N1CCN(C(=O)C[C@@H]2C[C@@]3(C(=O)OCC)CCCC=C3N(Cc3ccc(Cl)cc3Cl)C2=O)CC1
-9.4%	Cn1nc(C(=O)OCCOc2ccccc2F)c2ccccc2c1=O
8.1%	Cn1c2c(c(=O)c3ccccc31)C[C@@H](O)C(C)(C)O2
53.5%[activator]	O=C(CN1CCCC1=O)N1CCN(Cc2ccccc2)CC1
6.9%	O=[S+]([O-])(c1cccs1)N1CCN(c2nc3ncccc3o2)CC1
61.7%[activator]	Cc1cnc(CC2CCN(C(=O)C3CC3)C2)n1C1CC1 (stereo unspecified)
?	Cc1nc(C2CC2)ncc1C(=O)O
3.3%	CCN1C(=O)C2CC3(CCN(S(=O)(=O)N(C)C)CC3)CN2C1=O (stereo unspecified)
34.5%[activator]	O=C(CCCc1c[nH]c2ccccc12)N1CCN2CCS(=O)(=O)N(C3CC3)C(=O)C2C1 (stereo unspecified)

The listing continues.
ALOX12 inh	SMILES
45.6%[activator]	CC(NC(=O)c1cc(=O)[nH]c2ccccc12)c1ccncc1 (stereo unspecified)
4.0%	Cn1c(SCC(=O)NC(=O)NC2CCCC2)nnc1-c1ccc(C(C)(C)C)cc1
63.0%[activator]	O=C(NCCCN1CCCCCC1)C1CCN(C(=O)N2CC3CC(C2)[C@H]2CCCC(=O)N2C3)CC1 (stereo partly specified)
42.3%[activator]	COc1ccc(/C=C/c2nc3ccccc3o2)cc1OCC(C)C
0.0%	COc1cc(OC)cc(C2=Cc3ccc(OC)cc3C(CC(C)=O)N2c2ccc(-c3cncnc3)cc2)c1 (stereo unspecified)
32.5%[activator]	CC[C@@H]1[C@@H](NC(=O)Cc2csc(C(C)=O)c2)[C@@H]2CCO[C@H]12
54.0%[activator]	CCCCNC(=O)c1ccc(NC(=O)c2ccncc2)cc1
?	FC(F)(F)c1cccc(-n2nnnc2C2(NC3CCCCC3)CCCC2)c1
?	COc1cccc(C(=O)OCCOc2ccccc2Cl)c1O
-7.1%	CCCn1nc(C(=O)Nc2ccc(S(=O)(=O)C(F)F)cc2)c2ccccc2c1=O
26.7%	Cn1nc(C(=O)NCC(=O)N2CCCCCCNC(=O)CC2c2ccccc2)c2ccccc21 (stereo unspecified)
-23.0%[176 µM]	COCCNC(=O)C[C@@H]1C[C@H]2O[C@H](CNC3CCC3)[C@@H](O)[C@H]2O1

Following part
ALOX12 inh	SMILES
35.2%[activator][176 µM]	Cc1ccc(CN(C)Cc2ccccc2C(F)(F)F)cc1
2.6%	COc1ccc(C)cc1NC(=O)c1cnc(N2CCOCC2)c2ccccc12
5.3%[176 µM]	CN1C[C@H](C(=O)N2CCN(c3ccccn3)CC2)C[C@H]1c1cccc(C(F)(F)F)c1
-3.3%	CCN1c2cc(C(=O)N3CCN(c4cccc(C)c4)CC3)ccc2C(=O)N2CCCCC21 (stereo unspecified)
-16.2%	COc1cc(Nc2nccc3[nH]c(-c4cccc(C(F)(F)F)c4)nc23)cc(OC)c1OC
?	COc1cccc(N2CCN(C(C(=O)O)c3c[nH]c4ccc(NC(=O)CCC(=O)O)cc34)CC2)c1 (stereo unspecified)
-4.2%[176 µM]	O=C1COc2ccc(-c3cn[nH]c3)nc2CN1Cc1ccccc1
7.6%	COc1cccc(-n2cnnc2SC(C)C(=O)Nc2cccc(C(C)=O)c2)c1 (stereo unspecified)
-3.7%	COc1ccc(OC)c(NC(=O)Cn2cccc2-c2nc(-c3ccc(OC)c(F)c3)no2)c1
8.8%	CS(=O)(=O)c1cccc(C(=O)N2CCCN(C(=O)c3ccccc3)CC2)c1
-11.9%	COc1ccc(C(=O)N2CCc3ccc(C(=O)O)cc32)cc1
10.8%	COc1cccc(S(=O)(=O)N2CC(N(C3CCOCC3)S(C)(=O)=O)C2)c1

Next section
ALOX12 inh	SMILES
-1.8%	O=C(NCc1ccccc1)[C@@H]1CCCN1C(=O)[C@H]1CCCN1C(=O)c1cc(F)cc(F)c1
2.7%[176 µM]	CC(=O)Nc1cc(-c2cn(C)c(=O)n3cc(COc4ccc(Cl)cc4)nc23)ccn1
2.2%[176 µM]	O=C(NC[C@H]1COCc2nc3cc(C(F)(F)F)ccc3n21)C1CC1
3.6%	CCOc1ccc2nc(N3CCN(C(=O)CCS(=O)(=O)c4ccccc4)CC3)sc2c1
77.9%[activator]	COCc1nc(-c2cccc(NC(=O)CC[C@H]3NC(=O)c4ccccc4NC3=O)c2)n[nH]1
-14.5%[57.4 µM]	O=C(Nc1nnc(-c2ccco2)o1)c1cc(-c2ccccc2)nc2ccccc12
?	COC(=O)c1ccc(Cl)cc1NC(=O)Cn1c(=O)n(Cc2ccc(F)cc2)c(=O)c2ccccc21
-59.7%	COc1ccc(C2=Nc3ccccc3N(C(=O)c3ccc4c(c3)OCO4)C2C(=O)Nc2c(C)cccc2C)cc1 (stereo unspecified)
27.7%	Cc1ccc(-c2nn(C)c(=O)c3c2CCCC3)cc1S(=O)(=O)N1CCCC1
0.7%[12.5 µM]	Cn1ncc2c(C(=O)N3CCCC3)cc(-c3ccc(Cl)nc3)nc21
17.2%	CN(C)C(CNC(=O)c1cc2ccccc2oc1=O)c1cccs1 (stereo unspecified)
27.2%	Cc1cccc(-n2c(SCc3nc4ccccc4o3)nnc2N2CCOCC2)c1

(listing goes on)
ALOX12 inh	SMILES
12.0%	O=C(Nc1ccccc1)C1=C(c2ccccc2)SCCO1
23.7%	O=C(Cc1c[nH]c2ccccc12)N1CCC(Cc2nc(-c3ccccc3)n[nH]2)CC1
5.8%	Cc1noc(-c2cn(C3CCN(C(=O)C(C)Oc4ccccc4)CC3)nn2)n1 (stereo unspecified)
3.4%	O=C(C1CC(=O)N(c2n[nH]c3cccc(F)c23)C1)N1CCN(c2cccc(Cl)c2)CC1 (stereo unspecified)
17.5%	CNC(=O)[C@@H]1CN(C(=O)c2cccnc2)C[C@H]1COC
17.8%	CN1CC(c2ccccc2)CC2(CCN(C(=O)c3ccc(=O)n(C)c3)CC2)C1 (stereo unspecified)
-33.2%	N#C/C(=C/c1cccc(O)c1)c1nc2ccccc2o1
-1.8%	O=C([C@@H]1C[C@H](F)CN1S(=O)(=O)c1ccc(F)c(Cl)c1)N1CCc2ccccc2C1
?	N#CC1=C(N)Oc2n[nH]c(-c3ccccc3)c2C12C(=O)N(Cc1ccc(Cl)cc1)c1ccccc12 (stereo unspecified)
-17.4%	O=C(CC1NC(=O)NC1=O)NCc1cccnc1Oc1ccccc1F (stereo unspecified)
?	CCN1CCCC(OC(=O)c2cccc(Br)c2)C1 (stereo unspecified)
